Bioassay records: PubChem BioAssay, Fisher Drug Discovery Resource Center
mcGAS lum = inhibitors of mouse cGAS; Q8C6L5; recombinant cGAS, Kinase-Glo ATP depletion luminescence; inhibition, % at 12.5 µM; actives 0.15% (n = 160,000);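 also: 0% = negative control wells and 100% = reference inhibitor with no enzyme activity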
NPYLR7 ag = mosquito NPYLR7 agonism. activation, % at 10 µM. HEK293T NPYLR7/Galpha15, GCaMP6s calcium fluorescence. actives 0.15% (n = 270,000). AID 1259423; in the data active = activation above about 40%;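 also: 0% = vehicle and 100% = reference agonist at the receptor; some compounds past the cut are filed as inactive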
hcGAS lum = inhibitors of human cGAS; actives 0.081% (n = 290,000); Q8N884; inhibition, % at 12.5 µM; recombinant h-cGAS, ATP depletion, Kinase-Glo luminescence;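 also: 0% = vehicle reaction and 100% = reaction without DNA for no activity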
Target sequence (Q8N884 whole entry, looked up): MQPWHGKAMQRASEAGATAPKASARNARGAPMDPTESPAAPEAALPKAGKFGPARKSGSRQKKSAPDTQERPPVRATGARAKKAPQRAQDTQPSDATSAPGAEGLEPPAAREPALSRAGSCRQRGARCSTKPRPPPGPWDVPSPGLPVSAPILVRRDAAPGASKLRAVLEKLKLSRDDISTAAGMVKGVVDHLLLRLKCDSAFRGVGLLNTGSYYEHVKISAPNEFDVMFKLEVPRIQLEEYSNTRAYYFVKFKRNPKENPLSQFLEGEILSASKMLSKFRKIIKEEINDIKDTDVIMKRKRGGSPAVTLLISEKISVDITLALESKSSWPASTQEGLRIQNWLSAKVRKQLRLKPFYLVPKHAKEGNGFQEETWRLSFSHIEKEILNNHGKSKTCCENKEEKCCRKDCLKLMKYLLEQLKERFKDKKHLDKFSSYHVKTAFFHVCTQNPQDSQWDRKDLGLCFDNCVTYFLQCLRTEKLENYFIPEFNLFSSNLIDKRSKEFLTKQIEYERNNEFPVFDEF
* = called active by the depositor; / = no result given; & = joins results of further samples. Rule as the data show it, unless noted: active = inhibition above about 40%; inactive = the rest.

SMILES	mcGAS lum	NPYLR7 ag	hcGAS lum
CC(Nc1ccc(Cl)cc1Cl)C(=O)O (stereo not given)	/	11	-4
CCn1c(C)cc(O)c(C(c2ccccc2OC)N2CCN(c3ccccc3F)CC2)c1=O (stereo not given)	/	11	-10
CCOC(=O)c1ccccc1NC(=O)CSc1nc(=O)n2ccc(C)cc2n1	-8	-1	-9
OCC1(Cc2ccccc2)CCCN(c2ccc(-c3ccccc3)nn2)C1 (stereo not given)	-14	23	-2
COCCCN(Cc1c(C)nn(-c2ccccc2)c1N1CCN(C)CC1)C(=O)C1CC1	-6	-1	-9
Cc1cnc(C)c(-c2cccc(CN3CCOCC3)c2)n1	/	-1	-9
CC1(C)OCC(C2OC(Nc3cccc(CC(=O)NC4CCOC4=O)c3)[C@H]3OC(C)(C)O[C@@H]23)O1 (stereo not given in full)	-6	-6	-4
Cc1cc(C(=O)N(Cc2cccnc2)c2nc3c(C)c(C)ccc3s2)on1	-7	7	-5
O=C(NC1CCN(c2ccccc2C(=O)NCc2ccc(F)cc2)CC1)c1ccc(Br)cc1	-4	-1	-5
CCOC(=O)c1nc2cc(Cl)c(Cl)cc2nc1N1CCN(C(=O)c2ccc(N(C)C)cc2)CC1	-6	/	-5
CC(C)n1c(CN(C)Cc2ccccc2)nc2c1c(=O)n(C)c(=O)n2C	-8	4	-5
CC1CCCCN1CC1CCCN(CCCCCO)C1 (stereo not given)	/	7	-4
CCc1ccccc1-n1c(SCCN2C(=O)CNC2=O)nc2ccccc2c1=O	/	-5	6
N#Cc1cc(Cl)c(Cl)cc1C#N	/	9	-8
Cc1cc(NC(=O)CN2C(=O)NC(C(C)C)C2=O)no1 (stereo not given)	-15	6	-7
Cc1cc(NC(=O)C(F)(F)C2(F)OC(F)(F)C(F)(F)C2(F)F)no1 (stereo not given)	-5	1	-3
C=C(C)Cn1c(SCC(=O)OCC)nc2c1c(=O)n(C)c(=O)n2C	/	0	-16
O=C(Cc1ccc(F)cc1)Nc1c(-c2ccc(F)cc2)nc2ccccn12	-6	-4	-3
CCOC(=O)Cc1c(C)nc2ncnn2c1N1CCN(C(=O)c2c(OC)cccc2OC)CC1	1	/	0
N#CCc1ccc(NC(=O)CNc2ccc(F)cc2Cl)cc1	/	6	-6

Some of the entries so far, with each value named:
CC(C)n1c(CN(C)Cc2ccccc2)nc2c1c(=O)n(C)c(=O)n2C
  mcGAS lum: -8 | NPYLR7 ag: 4 | hcGAS lum: -5
O=C(Cc1ccc(F)cc1)Nc1c(-c2ccc(F)cc2)nc2ccccn12
  mcGAS lum: -6 | NPYLR7 ag: -4 | hcGAS lum: -3
CC1CCCCN1CC1CCCN(CCCCCO)C1 (stereo not given)
  mcGAS lum: / | NPYLR7 ag: 7 | hcGAS lum: -4
Cc1cc(NC(=O)CN2C(=O)NC(C(C)C)C2=O)no1 (stereo not given)
  mcGAS lum: -15 | NPYLR7 ag: 6 | hcGAS lum: -7

(continued)
SMILES	mcGAS lum	NPYLR7 ag	hcGAS lum
CNc1nc(C(=O)N2CCC(c3[nH]ncc3-c3cccc(C)c3)CC2)cs1	/	27	-6
Cc1nc(NCC(c2ccccc2)N2CCCCCC2)c2cnn(C)c2n1 (stereo not given)	-14	3	-3
COc1ccc(CCNC(=O)c2cc(Cl)ccc2NS(=O)(=O)c2cc(OC)ccc2OC)cc1	-4	1	-2
Cc1ccc(NC(=O)C=Cc2cc(C)n(Cc3ccco3)c2C)c(F)c1	-9	-3	-5
CCOC(=O)[C@@H]1CSC2(CCN(C(=O)/C=C/c3ccc(C)cc3)CC2)N1	/	-1	1
O=C(CCC1CCN(C(=O)C2CC=CCC2)CC1)NCc1cccc(C(F)(F)F)c1 (stereo not given)	/	8	-6
O=C(NCc1nc(-c2ccccc2)no1)c1csc(-c2cc3ccccc3[nH]2)n1	/	-1	2
Cc1nc(CSCC(=O)Nc2nc3cc(Cl)ccc3n2C)no1	25	-4	5
CCOc1coc(C(=O)Nc2cccc(NC(C)=O)c2)cc1=O	/	10	-6
COCCN(Cc1ccccc1)Cc1ccc(F)cc1	/	9	-10
CCOC(OCC)c1ccc(C(=O)C2OC2c2ccc(Cl)cc2)o1 (stereo not given)	/	3	-6
CN1C(=O)COCc2cc(-c3cccnc3)ccc21	/	6	-7
CCOc1c(C)cnc2c1c(=O)n(CC(=O)NC)c(=O)n2C	-6	5	-3
C=CCN(Cc1nccn1Cc1ccc(F)c(F)c1)C(=O)c1ccco1	-10	/	-5
COc1ccc(NC(=O)C2CC(=O)N(C)C(=Nc3ccccc3OC)S2)cc1 (stereo not given)	-4	0	-5
COc1ccc(C2COC(=O)C2=N)c(N)c1 (stereo not given)	/	13	2
CN(Cc1ccc[nH]1)C(=O)c1cc(S(=O)(=O)NC2CC2)ccc1Br	/	5	-11
CC(C)CC(C(=O)O)N1C(=O)C2C3CC(C(Br)C3Br)C2C1=O (stereo not given)	-2	10	-4
O=C1NC(CCCc2ccccc2)(C2CCNCC2)C(=O)N1Cc1cccnc1 (stereo not given)	/	-1	-3
CCCNc1nnc(SCC(=O)N2CCc3ccccc32)s1	/	16	-12

Pulled one by one from the list above:
SMILES	mcGAS lum	NPYLR7 ag	hcGAS lum
CN(Cc1ccc[nH]1)C(=O)c1cc(S(=O)(=O)NC2CC2)ccc1Br	/	5	-11
CC(C)CC(C(=O)O)N1C(=O)C2C3CC(C(Br)C3Br)C2C1=O (stereo not given)	-2	10	-4
CCCNc1nnc(SCC(=O)N2CCc3ccccc32)s1	/	16	-12
CCOc1c(C)cnc2c1c(=O)n(CC(=O)NC)c(=O)n2C	-6	5	-3
COc1ccc(NC(=O)C2CC(=O)N(C)C(=Nc3ccccc3OC)S2)cc1 (stereo not given)	-4	0	-5
CCOC(OCC)c1ccc(C(=O)C2OC2c2ccc(Cl)cc2)o1 (stereo not given)	/	3	-6

The results go on:
SMILES	mcGAS lum	NPYLR7 ag	hcGAS lum
O=C(CSc1nccn(-c2ccc(Br)cc2)c1=O)NCCc1ccccc1	-8	0	-8
CN1CCN([C@@H]2CCN(c3nccc(N)n3)C[C@H]2O)CC1	2	-3	2
Cc1cc2nc(-c3cccs3)cc(C(=O)NCCc3cccc(C(F)(F)F)c3)c2cc1C	-6	7	-3
CCOC(=O)C1CCCN(C(=O)c2csc(COc3cccc(F)c3)n2)C1 (stereo not given)	-6	24	-5
COc1cccc2c1OCC(CN(C)CC1CCN(Cc3ccc(C)o3)CC1)=C2	/	15	-9
CCCCN(C=O)c1c(CC)nc2ccc(C(=O)NCCc3ccccn3)cn12	-3	4	-4
COc1cc(C)ccc1OCc1cc(C(=O)N(C)Cc2ncc(C)[nH]2)no1	/	13	-6
CC1=NC2=C(C(=O)CC(c3ccccc3)C2)C(c2cccc(O)c2)C1C(=O)OC1CCCC1 (stereo not given)	-4	0	-4
COc1ccc(CN(CCN2CCOCC2)CC(O)COCc2ccccc2)cc1OC (stereo not given)	-6	-5	-6
CCC1=C(C(=O)OC)C(c2cccc(F)c2)N2C(CC(=O)N3CCc4ccccc4C3)=CSC2=N1 (stereo not given)	-4	/	-8
COC(=O)C1CCN(c2ncnc3[nH]ncc23)CC1	/	10	-7
CC(C)COc1ccc(CC(N)=Nn2cnnc2)cc1	-7	0	-15
Cn1c(SCc2nccc(N)n2)nc2ccccc2c1=O	/	13	-6
O=C(CCCn1cncn1)N1CCOC(c2ccc(Cl)c(Cl)c2)C1 (stereo not given)	-13	-4	-10
CN1N=C(C(=O)Nc2ccc(-n3ncc4c(=O)[nH]cnc43)cc2)CCC1=O	/	10	-6
Fc1ccc(Oc2cc(N3CCC(Cc4ccccc4)CC3)ncn2)c(F)c1	-9	4	-5
Cc1ccc(C(C2Sc3ncnn3C2=O)N2CC(C)CC(C)C2)cc1 (stereo not given)	1	1	7
CCn1c(CC2CCN(Cc3ccc(F)c(F)c3F)CC2)nn(C)c1=O	-15	1	-5
Cc1ccnc(NC(=O)CCCc2nc3ccccc3c(=O)[nH]2)c1	/	4	-8
Cc1ccccc1-c1n[nH]c(=S)o1	-4	13&4	3&11
CCOc1ccc(C(C2Sc3nc(CC)nn3C2=O)N2CCC(C(N)=O)CC2)cc1 (stereo not given)	2	-5	1
N#CC(=Cc1ccccc1Cl)S(=O)(=O)c1ccccc1	/	-4	-4
O=C(NCCc1ccccc1)c1cccc(OC2CCN(C3CCCCC3)CC2)c1	/	7	3
O=C(c1ccoc1)N1CCCC(N2CCN(Cc3ccc4c(c3)OCO4)CC2)C1 (stereo not given)	/	3	-7
O=C(NCC1CCN(c2nc(Cc3ccc(Cl)cc3)ns2)CC1)c1ccc(Cl)c([N+](=O)[O-])c1	-6	14	-10
COc1cc2c(cc1OC)C(c1ccccc1Cl)N(C(=O)c1ccccc1C(F)(F)F)CC2 (stereo not given)	-5	-3	0
CCc1ccccc1NC(=O)N1CCN(c2ccc3nnc(-c4ccco4)n3n2)CC1	-7	0	0
CCOC(=O)C(=O)N1CCC(Cc2ccc(-c3ccccc3)cc2)CC1	-9	2	-9
COc1cc(C(=O)N2CCCN(c3nc4cc(C)c(C)cc4nc3-c3ccccc3)CC2)cc(OC)c1OC	-6	2	-5
O=C(CSc1ncnc2c1oc1ccccc12)c1ccc(Cl)cc1	-10	1	-4

Single records, from the list above. Values in the order: mcGAS lum, NPYLR7 ag, hcGAS lum
Record of COc1cc2c(cc1OC)C(c1ccccc1Cl)N(C(=O)c1ccccc1C(F)(F)F)CC2 (stereo not given) : -5, -3, 0
Record of CCOc1ccc(C(C2Sc3nc(CC)nn3C2=O)N2CCC(C(N)=O)CC2)cc1 (stereo not given) : 2, -5, 1

More compounds
SMILES	mcGAS lum	NPYLR7 ag	hcGAS lum
CC(C)NC(=O)CN1CCN(c2cc(Oc3ccc(Cl)cc3)ncn2)CC1	1	-5	10
O[C@@H]1C[C@@H]2CO[C@@H](c3ccccc3)C[C@@]2(O)[C@H]1N1CCN(c2ccccc2)CC1	-10	2	3
O=C(CNC(=O)C12CC3CC(C1)CC(c1ccccc1)(C3)C2)NCc1ccco1	-11	7	-9
CN1C(=O)N(C)C2(CCN(C(=O)C3CCCCC3)CC2)C1=O	/	-7	-4
COCCN1C(=O)C2(SCCN2C(=O)Nc2cccc(Cl)c2)c2ccccc21 (stereo not given)	-10	/	-5
COc1cc2c(cc1OC)CN(C1CCCN(Cc3cnn(C)c3)C1)CC2 (stereo not given)	/	-1	-4
O=C1NC(C2=Cc3cc(Cl)ccc3OC2)Nc2ccccc21 (stereo not given)	/	15	-6
COC(=O)c1cccnc1Sc1ccccn1	/	6	-4
CC(C)Cn1c(=O)[nH]c2c(C(=O)N3CCN(c4ncccn4)CC3)snc2c1=O	/	-9	-2
O=C(O)c1cc(-c2ccc(F)cc2)nc2onc(C3CC3)c12	/	-4	4
CCOC(=O)c1c(-c2cccs2)csc1NC(=O)CCCCCN1C(=O)c2ccccc2C1=O	-4	-6	-4
CCc1cc(Oc2ccccc2OC)nc(SCc2cccc([N+](=O)[O-])c2)n1	-7	1	-8
CC(C(=O)NCc1cccnc1-n1ccnc1)n1cncn1 (stereo not given)	-12	8	-3
CCN(Cc1ccc(Br)s1)C(=O)Nc1cccc(F)c1	/	6	-7
COc1ccccc1CCC(=O)N1CCC(n2c(C)nc3ccc(F)cc32)CC1	-10	1	-7
CCc1ccc(-n2c(=O)c3c4c(sc3n(CC(=O)NCCCOC)c2=O)CCC4)cc1	/	3	-2
CC(C)Cc1cc(CN2CCC(C(=O)Nc3ccc(Oc4ccccc4F)cc3)CC2)[nH]n1	-9	16	-6
Cc1nc(SCc2ccc(C(=O)NC(C)c3ccccc3)cc2)nc(N2CCN(C)CC2)c1C (stereo not given)	-5	-2	-4
O=C(CCC1CCCC1)Nc1ccc2c(c1)OC1(CCCC1)O2	/	0	-5
O=S(=O)(NCC1NCCc2ccccc21)c1ccccc1 (stereo not given)	/	9	1
Cc1nc(/C=C/C(=O)NCC(C)N2CC(C)OC(C)C2)cs1 (stereo not given)	/	6	-6

This is a random part of the collection; overall some 0.29% were active at least once.
